RNase H inhibition – RNase H inhibition, HIV 1 Gag Pol polyprotein, FRET biochemical assay, screening (AID 372); HIV-1 RT RNase H, FRET RNA/DNA substrate fluorescence; higher % means a stronger effect; one-dose inhibition, % at 10 µM; IC50 in µM for titrated hits; 0.77% of 100,000 active; in the data active = inhibition above about 50%
An asterisk follows results filed as active. This is a subset; the hit share may differ from the screen's.

nr	mol	RNase H inhibition
1	CCOc1ccc(C(=O)CSc2nnc(-c3ccc(OC)cc3)n2-c2ccc(OC)cc2)cc1	6%
2	Cc1c(NC(=O)C(C)Oc2ccccc2)cccc1NC(=O)C(C)Oc1ccccc1 (stereo not drawn)	7%
3	CSc1ccc(Cl)c(C(=O)Nc2c(C)n(C)n(-c3ccccc3)c2=O)c1	2%
4	O=c1[nH]c(O)c(C=NCCc2c[nH]c3ccccc23)c(=O)[nH]1	4%
5	C=CCOc1ccc(Cl)cc1/C=N/NC(=O)Cc1nnc(N)s1	10%
6	Cc1ccc(NC(=O)c2ccc(NC(=O)c3ccc(Cl)cc3Cl)cc2)cc1	0%
7	Cc1ccccc1NC(=O)c1cc(Br)ccc1Cl	8%
8	C/C=C/COC(=O)C1=C(C)NC(=O)NC1c1ccc(F)cc1 (stereo not drawn)	31%
9	O=C(Nc1ccc(Cl)c([N+](=O)[O-])c1)c1ccc2c(c1)OCO2	9%
10	O=C(c1cccnc1)N1CCN(c2ccc([N+](=O)[O-])cc2)CC1	0%

Among those listed so far, these contain an aryl thioether with sulfur outside any ring:
nr	mol	RNase H inhibition
1	CCOc1ccc(C(=O)CSc2nnc(-c3ccc(OC)cc3)n2-c2ccc(OC)cc2)cc1	6%
3	CSc1ccc(Cl)c(C(=O)Nc2c(C)n(C)n(-c3ccccc3)c2=O)c1	2%

(continued)
nr	mol	RNase H inhibition
11	CC(=O)Nc1cccc(NC(=O)CC(c2ccccc2)c2ccccc2)c1	0%
12	COc1ccc(C(=O)c2ccc(Br)c([N+](=O)[O-])c2)cc1	20%
13	CCOc1cc(/C=C2\C(=O)NC(=S)N(c3ccc(Cl)cc3)C2=O)cc(Br)c1O	5%
14	C/C(=N\NC(=O)c1ccc(F)cc1)c1ccc(F)cc1	1%
15	COc1cccc(C2NC(=O)NC(C)=C2C(=O)OCC(F)(F)F)c1 (stereo not drawn)	6%
16	CCc1ccc2oc(-c3cccc(NC(=O)c4ccc(Cl)c([N+](=O)[O-])c4)c3)nc2c1	11%
17	CCOc1cc(/C=C2\C(=O)N(c3ccc(S(N)(=O)=O)cc3)N=C2C)cc(Cl)c1O	26%
18	Cc1ccc(N(CC(=O)N/N=C/c2ccc3c(c2)OCO3)S(=O)(=O)c2ccccc2)cc1	0%
19	CC/C(=N/NC(=O)c1ccccc1C)c1ccc(O)cc1	0%
20	O=C(CNC(=O)/C(=C\c1ccccc1F)NC(=O)c1ccccc1)OCc1ccccc1	16%
21	CC(C)c1ccc(NC(=O)c2cc(Cl)ccc2Cl)cc1	17%
22	CCOC(=O)c1nnsc1NC(=O)Nc1ccccc1	6%
23	COc1ccc(C(=O)CSc2ncn[nH]2)cc1	2%
24	COC(=O)C1=CN(Cc2ccc(OC)cc2)C=C(C(=O)OC)C1c1ccc2c(c1)OCO2	8%
25	Cc1ccc(-c2nc(N)sc2-c2ccc([N+](=O)[O-])cc2)cc1	6%
26	CCOC(=O)c1cccc(NC2=C(Cl)C(=O)N(c3cc(Cl)ccc3Cl)C2=O)c1	19%
27	CC(C)c1ccc(N2C(=O)NC(=O)/C(=C/c3cccc([N+](=O)[O-])c3)C2=O)cc1	10%
28	CCOc1ccc(-n2nc3ccc(NC(=S)NC(=O)c4ccccc4OC)cc3n2)cc1	17%
29	Cc1cccc(NC(=O)c2ccccc2[N+](=O)[O-])c1C	2%
30	CN(C)c1ccc(/C=N/n2cnnc2SCc2ccccc2)cc1	14%
31	COc1ccc(OCC(=O)N2c3ccccc3CCc3ccccc32)cc1	0%
32	Fc1ccccc1NC(=S)NCc1ccncc1	8%
33	Cc1ccc(C(=O)N/C(=C/c2cccc([N+](=O)[O-])c2)C(=O)Nc2c(C)n(C)n(-c3ccccc3)c2=O)cc1	7%
34	COC(=O)c1ccc(OCC(O)CN2CCCCC2)cc1 (stereo not drawn)	19%
35	COc1ccc(N2C(=O)/C(=C/c3ccc(OCc4ccc(F)cc4)c(OC)c3)C(=O)NC2=S)cc1	7%
36	Cc1cc(C)c(S(=O)(=O)Nc2cc([N+](=O)[O-])ccc2C)c(C)c1	0%
37	CCOc1ccccc1NC(=O)c1cccc([N+](=O)[O-])c1	11%
38	CC(NC(=O)COc1ccc(Br)cc1Cl)c1ccccc1 (stereo not drawn)	15%
39	CCOC(=O)C1=C(C)N=c2s/c(=C\c3ccc(-c4ccc(Cl)c(Cl)c4)o3)c(=O)n2C1c1ccc(OC)c(OC)c1 (stereo not drawn)	9%
40	CCCNCC(=O)C12CC3CC(CC(C3)C1)C2	7%
41	COc1cc(C2C(C#N)=C(N)OC3=C2C(=O)CC(C)C3)cc(Br)c1O (stereo not drawn)	9%
42	CC1=CCC2C(=O)N(c3cccc(C(=O)NC(C)c4ccccc4)c3)C(=O)C2C1 (stereo not drawn)	10%
43	CC(=O)Nc1ccc(S(=O)(=O)Nc2ccc3c(c2)oc2ccccc23)cc1	33%
44	O=C(/C=C/c1ccc([N+](=O)[O-])cc1)Nc1cccc(C(F)(F)F)c1	2%
45	Cc1ccc(-c2csc(NC(=O)CCCC(=O)O)n2)cc1	4%
46	O=C1NC(=O)N(c2ccccc2)C(=O)/C1=C\c1cccn1-c1ccc([N+](=O)[O-])cc1	22%
47	COc1cc(C(=O)N2CCN(Cc3ccc(SC)cc3)CC2)cc(OC)c1OC	5%
48	O=C(NCCN1CCNCC1)C(=O)Nc1ccc(Br)cc1	8%
49	CCOc1cc(C=O)ccc1OCc1ccc(C(=O)O)cc1	13%
50	O=C(NCC1CCCO1)c1cnn2c1NC(c1ccco1)CC2C(F)(F)F (stereo not drawn)	6%
51	COc1ccc(C(=O)NC(=S)Nc2ccc3oc(-c4ccc(C)cc4)nc3c2)cc1Cl	30%
52	Cc1ccccc1C(=O)Nc1sc2c(c1C(=O)N1CCC(C)CC1)CCC2	0%
53	Cc1cc(NC(=O)c2cccc3ccccc23)ccc1NC(=O)c1ccccc1	7%
54	Cc1ccc(C(=O)N/C(=C/c2ccc(Br)cc2)C(=O)N2CCNCC2)cc1	8%
55	CCCCOC(=O)c1ccc(NC(=S)NC(=O)c2cccc(Cl)c2)cc1	15%
56	CC1=NN(c2ccccc2)C(=O)/C1=C/c1cn(-c2ccccc2)nc1-c1ccc(C(C)C)cc1	16%
57	COc1cc(/C=N/NC(=O)c2ccc(Br)cc2)ccc1OC(C)=O	0%
58	O=C(N/N=C/c1ccc(F)cc1)c1cc(C23CC4CC(CC(C4)C2)C3)[nH]n1	13%
59	COc1ccccc1OCCOCCOc1c(Cl)cc(C)cc1Cl	14%
60	CCCNC(=O)n1ccc(C(=O)N2CCOCC2)n1	4%

From no. 59 up to 60, copied from above:
nr	mol	RNase H inhibition
59	COc1ccccc1OCCOCCOc1c(Cl)cc(C)cc1Cl	14%
60	CCCNC(=O)n1ccc(C(=O)N2CCOCC2)n1	4%

(list continues)
nr	mol	RNase H inhibition
61	C=CCN1C(=O)/C(=C\C=C\c2ccc(N(C)C)cc2)SC1=S	28%
62	CN(C)CCNC(=O)COc1ccc(C23CC4CC(CC(C4)C2)C3)cc1	25%
63	Cc1c(OCC(N)=O)ccc2c1oc(=O)c1ccccc12	47%
64	O=C(CSc1nnc2c(n1)[nH]c1ccccc12)Nc1ccccc1	7%
65	COc1ccc(CCNC(=O)COc2cccc3ccccc23)cc1	21%
66	CCC1(C)Cc2c(sc3nc(=S)[nH]c(N)c23)CO1 (stereo not drawn)	4%
67	CCOc1cccc(C(=O)Nc2ccc(C(C)CC)cc2)c1 (stereo not drawn)	8%
68	COc1ccc(CCNC(=O)CCN2C(=O)c3ccccc3C2=O)cc1OC	6%
69	O=C1NC(=S)S/C1=C\c1ccc(Oc2ccc([N+](=O)[O-])cn2)cc1	7%
70	CCOc1cc(/C=N/NC(=O)Cc2cccc3ccccc23)cc(I)c1O	23%

Some of the entries above, set out differently:
62	CN(C)CCNC(=O)COc1ccc(C23CC4CC(CC(C4)C2)C3)cc1
  RNase H inhibition = 25%
63	Cc1c(OCC(N)=O)ccc2c1oc(=O)c1ccccc12
  RNase H inhibition = 47%
64	O=C(CSc1nnc2c(n1)[nH]c1ccccc12)Nc1ccccc1
  RNase H inhibition = 7%
65	COc1ccc(CCNC(=O)COc2cccc3ccccc23)cc1
  RNase H inhibition = 21%

(more compounds)
nr	mol	RNase H inhibition
71	O=C1NC(=O)N(c2ccc(Cl)cc2)C(=O)/C1=C/c1ccsc1	14%
72	CC(C)NC(=O)C1CC(=O)N(c2ccc(Br)cc2)C1 (stereo not drawn)	1%
73	O=C(Nc1ccccn1)[C@@H]1C2C=CC(C2)[C@@H]1C(=O)O (stereo partly drawn)	0%
74	COc1cccc(C(=O)N2CCN(c3ccccn3)CC2)c1	8%
75	O=C(Nc1cc([N+](=O)[O-])ccc1Cl)c1cccnc1	15%
76	Cc1ccsc1/C=C1\C(=O)NC(=O)N(c2ccc(Cl)cc2)C1=O	5%
77	Cc1ccc2c(=O)c(C(=O)c3ccccc3)coc2c1	2%
78	O=C(NCCOc1ccccc1)c1ccccc1C(F)(F)F	4%
79	O=C(Nc1ccc2nc(-c3ccc(-c4nc5ccc(NC(=O)c6cccs6)cc5[nH]4)cc3)[nH]c2c1)c1cccs1	2%
80	Cc1ccc(C)c(CN(C)C2CCN(C)CC2)c1	7%
81	COCCOC(=O)C1=C(C)NC(=O)NC1c1cccc(OCc2ccccc2)c1 (stereo not drawn)	0%
82	N#CC(C(N)=O)C(SCc1ccccc1)c1ccc(Br)cc1 (stereo not drawn)	11%
83	O=c1oc2c(-c3ccc(Br)cc3)cc(O)cc2s1	7%
84	C/C(=N\NC(=O)c1sc2ccccc2c1Cl)c1cccs1	4%
85	O=C(Nc1ccc(Cl)c(Cl)c1)O/N=C\c1ccccc1Cl	12%
86	CCc1ccc(C2C(C#N)=C(C)NC3=C2C(=O)CC(c2ccccc2)C3)cc1 (stereo not drawn)	19%
87	COc1ccc(CC(=O)O/N=C(\N)c2ccc([N+](=O)[O-])cc2)cc1OC	0%
88	CCCC1CCc2c(sc(NC(=O)Cc3ccccc3)c2C(N)=O)C1 (stereo not drawn)	8%
89	CCCOc1cccc(C(=O)Nc2ccc(C)cc2[N+](=O)[O-])c1	21%
90	O=C(N/N=C/c1ccc(Cl)c([N+](=O)[O-])c1)c1ccc(O)c(O)c1	53%*
91	O=C(Nc1cccc(NC(=O)c2cc(I)ccc2Cl)c1)c1ccc(Cl)cc1Cl	16%
92	COc1ccc(C=O)cc1OCc1ccccc1	7%
93	Cc1ccc(-c2nc3ccccc3o2)cc1NC(=O)c1sc2ccccc2c1C	0%
94	COc1cccc(CN2CCN(Cc3ccco3)CC2)c1OC	0%
95	O=C1NC(=S)N/C1=C\c1ccccc1OCc1ccc([N+](=O)[O-])cc1	22%
96	CCOC(=O)c1c(NC(=O)Nc2ccccc2)sc2c1CCC2	10%
97	C=C(C)c1cccc(C(C)(C)NC(=O)Nc2ccc(C(N)=O)cc2)c1	7%
98	O=C(NCCN1CCN(S(=O)(=O)c2ccccc2)CC1)C(=O)Nc1ccc(Br)cc1	16%
99	O=C(CSc1nc2sc3c(c2c(=O)[nH]1)CCCC3)N1CCN(CCO)CC1	8%
100	Cc1cccc(NC(=S)NC(=O)c2cccc(Br)c2)c1	20%
101	COc1ccc(Cl)cc1NC(=O)COc1cc(C)c(Cl)c(C)c1	15%
102	COc1ccc(NC(=O)c2cc(NC(=O)c3ccccc3)cc(C(=O)Nc3ccc(OC)cc3)c2)cc1	11%
103	Cc1sc(NC(=O)Nc2ccccc2)nc1-c1ccccc1	11%
104	O=C1C2C3C=CC(C3)C2C(=O)N1/N=C/c1cc(Br)c(O)cc1O (stereo not drawn)	10%
105	COc1ccc(CC(=O)Nc2ccc(NC(=O)c3ccc(Cl)cc3Cl)cc2)cc1OC	4%
106	Cc1ccc(C(=O)CC2(O)C(=O)Nc3ccc(Br)cc32)cc1 (stereo not drawn)	13%
107	Cc1ccc(/C=C/C(=O)Nc2ccc(S(N)(=O)=O)cc2)cc1	14%
108	COC(=O)CCC(=O)Nc1c(C)cc(C)cc1C	7%
109	CC(C)CCC(C(N)=O)C1=NC(C)(C)Cc2ccccc21 (stereo not drawn)	6%
110	Cc1cc(C)c(C(N)=O)c(Nc2cccc(Cl)c2)n1	1%
111	COc1cccc(/C=C2\C(=O)NC(=O)N(c3ccccc3Cl)C2=O)c1	0%
112	CCOc1ccc(N2C(=O)CC(Sc3ccccc3C(=O)O)C2=O)cc1 (stereo not drawn)	0%
113	CCN(CC)C(=S)SC12CC3CC(CC(CC)(C3)C1)C2	7%
114	N#CSCCCCCOc1ccccc1Br	7%
115	COc1ccc(/C=N/NC(=O)c2ccncc2)cc1Cl	10%
116	CCN(CC)CCCNC(=O)c1ccc([N+](=O)[O-])c(C)c1	13%
117	COc1cc(C=C2C(=O)N(C)C(=O)N(C)C2=O)ccc1OCc1ccccc1Cl	0%
118	Cc1ccc(N(CC(=O)Nc2cccc(Br)c2)S(=O)(=O)c2ccc(F)cc2)cc1	32%
119	Cc1ccccc1N(CC(=O)Nc1ccc(Cl)c(Cl)c1)S(C)(=O)=O	17%
120	Nc1ccc2nc(SCc3ccc(F)cc3)sc2c1	17%

The list continues:
nr	mol	RNase H inhibition
121	O=C(Cn1c(NCCO)nc2ccccc21)c1cccc([N+](=O)[O-])c1	0%
122	CCOC(=O)C1=C(C)N=c2s/c(=C\c3ccc(OCc4ccccc4Cl)c(OC)c3)c(=O)n2C1c1ccccc1Cl (stereo not drawn)	0%
123	CCOc1ccc(/C=C2/SC(=O)N(CNc3cccc(Br)c3)C2=O)cc1	18%
124	Fc1ccc(-c2ccc(/C=N/n3cnnc3)o2)cc1	9%
125	O=C(Nc1ccc(-c2ccccc2)cc1)c1cccc2c1C(=O)c1ccccc1-2	17%

Source: PubChem BioAssay (MTDP)
